Compound activity deposited in PubChem BioAssay by National Center for Advancing Translational Sciences (NCATS).
HepG2 tox: kills HepG2 cells in TGF-b inhibitor counter-screen | HepG2 CAGA-GFP viability, ATP luminescence, 18 h | 0.76% of 410,000 active | Potency, µM (titrated, usually from 46.1 µM), for inactives: at the highest dose activity change, negative = cytotoxicity, actives largely listed as cytotoxic; also: potency is read from the fitted curve at half-maximal effect; some results filed as inactive show a strong effect at the top dose
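CellTiter-Glo luminescence gave cytotoxicity after 18 hours at 37 degrees C. The cells were HepG2 CAGA-GFP in 1% FBS DMEM, stimulated with 500 pg/mL TGF-beta after compound addition. %Activity was normalised to no-cell wells (complete cell-killing) and DMSO (no toxicity), and curves were fitted and classified.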
IL1B secr inh: inflammasome signaling inhibition, IL-1 beta readout; activity change, % at 57.5 µM; 4.7% of 360,000 active; THP-1 LPS/ATP IL-1B secretion, AlphaLISA, 16 h; stronger effect = lower value; in the data active = activity change below about -50%; inconclusive = mostly about -30% to -49%; also: % is scaled to controls: 0 for no effect and ±100 for the full control effect
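THP-1 cells pretreated 1 hr with compounds (up to 57.5 uM final), then stimulated with LPS (250 ng/mL final) plus ATP (1.25 mM final); secreted IL-1B measured by AlphaLISA after 16 hr, decreased signal indicating inhibition.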
ATXN2 expr inh: reduces ATXN2 reporter expression in HEK-293 cells | HEK-293 ATXN2-luciferase reporter, luminescence, 24 h | Potency, µM (doses to about 57 µM), inactives show top-dose activity change, negative = inhibition, most hits filed as inhibitors | 0.72% of 360,000 active | AID 1745845; also: potency is read from the fitted curve at half-maximal effect; % is scaled to controls: 0 for no effect and ±100 for the full control effect; nearly all actives have a fitted effect of over 55% in size
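qHTS (up to 57 uM final) was run with 24 h compound exposure of reporter cells at 37 °C. Each well was multiplexed: SteadyGlo luminescence measured ATXN2-luciferase expression after a fluorogenic Gly-Phe-AFC viability readout (25 uM final).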
S2 tox: reduces viability in counter-screen for ATXN expression inhibitors; Potency, µM (titrated, usually from 56.7 µM), actives largely listed as cytotoxic; 0.49% of 400,000 active; S2 cells (HEK-293 line with an ATXN2-luciferase reporter) viability, CellTiter-Fluor protease fluorescence, 24 h; also: potency is read from the fitted curve at half-maximal effect; nearly all actives have a fitted effect of over 40% in size
KB-3-1 cytotox: KB-3-1 parental cell cytotoxicity; KB-3-1 viability, CellTiter-Glo ATP luminescence, 72 h; Potency, µM (top dose mostly 46.1 µM), for inactives: at the highest dose activity change, negative = cytotoxic, most hits filed as cytotoxic; 1.4% of 400,000 active; also: potency is read from the fitted curve at half-maximal effect; % is scaled to controls: 0 for no effect and ±100 for the full control effect; nearly all actives have a fitted effect of over 60% in size
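72 h, 37 °C compound treatment of KB-3-1 parental cells; CellTiter-Glo added, 10 min, luminescence read. Data corrected against DMSO-only plates and normalized before curve fitting.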
MCF10A rereplic: inducers of DNA re-replication in MCF 10A breast cells. MCF 10A DNA re-replication, Hoechst nuclear intensity, 48 h. 2.9% of 350,000 active. Potency, µM (titrated, usually from 46.1 µM), inactives show at the top dose activity, positive = re-replication, usual class: activators. AID 624296; also: potency is read from the fitted curve at half-maximal effect; % of control where 0% means no effect; nearly all actives have a fitted effect of over 50% in size
SW480 rerep: induces DNA re-replication in SW480 colon adenocarcinoma cells | SW480 DNA re-replication, Hoechst DNA content imaging, 48 h | 1.8% of 340,000 active | Potency, µM (highest dose often 46.1 µM), inactives show at the highest dose re-replication activation, actives largely listed as activators; also: potency is read from the fitted curve at half-maximal effect; % of control where 0% means no effect; nearly all actives have a fitted effect of over 55% in size
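Hoechst fluorescence of nuclei (405 nm excitation, 500-530 nm emission) measured by plate-scanning imager after 48 hr compound exposure at 37 C; re-replication scored as increased number of nuclei with elevated intensity.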
HT1080NT lethal: kills 2HG-producing HT-1080-NT fibrosarcoma cells. Potency, µM (titrated, usually from 46.1 µM), without a hit: top-dose activity, negative = less viability, most hits filed as cytotoxic. 1.6% of 360,000 active. HT-1080-NT fibrosarcoma viability, CellTiter-Glo ATP luminescence, 48 h;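 also: NT is the 2HG producing partner of a matched IDH1 knockdown line; potency is read from the fitted curve at half-maximal effect; 0% = DMSO-treated cells and -100% = media-only wells without cells; nearly all actives have a fitted effect of over 55% in size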
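Viability by CellTiter-Glo luminescence after 48 h compound exposure at 37C of HT-1080-NT cells (750/well, RPMI, 5% FBS). % activity scaled between DMSO wells and medium-only wells, then curve-fitted and categorized by curve class.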
HT1080 IDH1KD tx: HT-1080 IDH1 knockdown cell toxicity (counter line); HT-1080 IDH1 knockdown viability, ATP luminescence, 48 h; Potency, µM (doses to about 46.1 µM), for inactives: top-dose activity, negative = toxicity, hits mostly cytotoxic; 2% of 360,000 active;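 also: potency is read from the fitted curve at half-maximal effect; 0% = DMSO wells and -100% = cell-free medium wells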
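Knockdown cells (IDH1KD HT-1080) received compounds 2 h after plating at 750 cells/well and were kept 48 h at 37 °C in 5% FBS RPMI. A CellTiter-Glo luminescence read gave % activity for curve fitting.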
The depositor's hits bear a star; i = inactive; ? = inconclusive; . = not tested or not shown; [ ] = remark or other dose. Unless noted, calls follow the shape of the dose curve; as a rule, active = well fitted curve in the direction sought with a large enough effect; inconclusive = small, poorly fitted or top-dose-only effect, or another doubt; inactive = no such curve, though single readings can be large; an effect the other way counts as inactive or inconclusive.

The line under a structure holds: HepG2 tox | IL1B secr inh | ATXN2 expr inh | S2 tox | KB-3-1 cytotox | MCF10A rereplic | SW480 rerep | HT1080NT lethal | HT1080 IDH1KD tx
CN(C)c1ccc(C(CNS(=O)(=O)c2ccc(F)cc2)N2CCOCC2)cc1 (stereo not given)
    -16% | . | -5% | i | 1% | . | . | . | .
O=C(COC(=O)CNC(=O)c1sc2ccccc2c1Cl)NC1CCS(=O)(=O)C1 (stereo not given)
    4% | 8 | 0% | i | 9% | 2% | ? | -2% | -5%
CN(C)c1ccc(/C=N/NC(=O)c2ccc(NC(=O)c3ccccc3)cc2)cc1
    -4% | -28 | ? | ? | 0% | ? | ? | -6% | -17%
Cc1cccc(Cn2c(C)c(CNC3CCCCC3)c(C(=O)O)c2C)c1
    -21% | . | 16% | i | -2% | . | . | . | .
CCOC(=O)c1cnc(-n2nc(C)cc2C)nc1Nc1cccc(C(C)=O)c1
    -24% | 32 | -2% | i | 16% | 1% | -1% | 4% | 3%
COCCCNC(=O)Cn1c(=O)n(Cc2ccc(C(=O)NCCc3ccc(OC)c(OC)c3)cc2)c(=O)c2ccccc21
    6% | 7 | -21% | i | -4% | 1% | -2% | 7% | 0%
COc1ccc(Cc2c(C(C)(C)C)nc3c(C)cc(Br)cn23)c(C)c1
    -25% | 0 | -21% | ? | 0% | . | . | -19% | -28%
Cc1ccc(C(=O)Nc2ccc(O)cc2C(=O)O)cc1
    1% | ? | -6% | i | 3% | 5% | -5% | 2% | -3%
CCOc1cccc(/C=C/c2ccc3cccc(O)c3n2)c1O
    -18% | -97* | -8% | ? | ? | ? | ? | -24% | ?
COc1ccccc1-n1cnc2cc(NS(=O)(=O)c3ccc(Br)cc3)ccc21
    -4% | -28 | ? | ? | -19% | ? | 14% | -15% | ?
CCOC(=O)c1ccc(N2C(=O)c3n[nH]c(-c4ccco4)c3C2c2ccc(O)c(OC)c2)cc1 (stereo not given)
    -69% | . | ? | ? | 1% | . | . | . | .
CC1CCCCC1NC(=O)CCCCCn1c(=S)[nH]c2ccsc2c1=O (stereo not given)
    -2% | 6 | . | i | -3% | -7% | -14% | 6% | 0%
CC(C)CCOc1ccc(-c2c(=O)n(OCc3ccc([N+](=O)[O-])cc3)c3ccccc3[n+]2[O-])cc1
    4% | 4 | -6% | i | 3% | 1.8µM* | ? | 14% | 5%
CC1(c2ccccc2)NC(=O)N(CC(=O)Nc2ccc(C(N)=O)cc2)C1=O (stereo not given)
    -6% | -1 | 12% | i | 3% | 1% | -9% | 10% | 8%
COCCNC(=O)NC12CC3CC(CC(C3)C1)C2
    -1% | -8 | . | i | 1% | 6% | -26% | -3% | -2%
O=C(COc1ccc([N+](=O)[O-])cc1)NCc1ccccc1
    5% | -6 | -1% | i | 13% | 1% | -6% | 9% | 2%
O=C1C2C3C=CC(C4CC34)C2C(=O)N1/N=C/c1c[nH]c2ccccc12 (stereo not given)
    -7% | ? | 54%[activator] | ? | -12% | 11% | 16% | 1% | -3%
CC(C)c1ccc(NC(=O)C2CC3CCC2C3)cc1 (stereo not given)
    -8% | -56* | 117%[activator] | i | 3% | ? | ? | 4% | -19%
Cc1ccc(C)c(S(=O)(=O)N2CCN(C(=O)CSC(=S)N3CCCC3)CC2)c1
    -3% | -4 | 4% | ? | 2% | 11% | -12% | -9% | -11%
Cc1onc(-c2ccccc2)c1C(=O)NCCc1ccncc1
    -3% | -12 | -12% | i | 0% | 13% | 27% | -6% | 3%
Cc1cccc(NC(=O)c2ccc(C(=O)c3ccccc3)cc2)n1
    -28% | ? | 20% | i | ? | 7% | -7% | -25% | -13%
Cc1ccc(/C=N/NC(=O)Cc2c[nH]c3ccccc23)c(C)c1
    -26% | ? | -30% | ? | -4% | ? | ? | ? | ?
Cc1ccc(NC(=O)CSCc2cc(=O)n3cc(C)sc3n2)c(C)c1
    -64% | 5 | . | i | -1% | -4% | 0% | 3% | 0%
Cc1cc(C(=O)COC(=O)CNC(=O)c2ccccc2)c(C)n1CC1CCCO1 (stereo not given)
    -2% | -10 | ? | i | -9% | 2% | 9% | 0% | 1%
CCC(=O)Nc1nn(C)c2nc3c(C)cccc3cc12
    -21% | 0 | 0% | i | 7% | 6.5µM* | 21µM* | -2% | -6%
COc1ccc2nc(-n3c(C)ccc3C)sc2c1
    5% | -7 | 4% | i | -3% | ? | 9% | -10% | 7%
CC(=O)N/C(=N/c1nc(C)cc(C)n1)Nc1ccc(F)cc1F
    -4% | 18 | -12% | i | -10% | -18% | -7% | 27% | 20%
CC(=O)N1CCc2cc(Br)cc(S(=O)(=O)N3CCN(c4cc(C)ccc4C)CC3)c21
    -3% | . | 4% | i | 0% | . | . | . | .
Cc1ccccc1NC(=O)CC1C(=O)Nc2ccccc2N1CC(=O)N(C)C1CCS(=O)(=O)C1 (stereo not given)
    -24% | 46 | 8% | i | 32% | -3% | 4% | 0% | 6%
COc1ccc(-c2cc3nc(C)c(CCC(=O)N4CCN(c5cccc(Cl)c5)CC4)c(C)n3n2)c(OC)c1
    -15% | . | -14% | i | -9% | . | . | . | .

7 of the compounds above, in markdown:
| SMILES | HepG2 tox | IL1B secr inh | ATXN2 expr inh | S2 tox | KB-3-1 cytotox | MCF10A rereplic | SW480 rerep | HT1080NT lethal | HT1080 IDH1KD tx |
| --- | --- | --- | --- | --- | --- | --- | --- | --- | --- |
| Cc1cc(C(=O)COC(=O)CNC(=O)c2ccccc2)c(C)n1CC1CCCO1 (stereo not given) | -2% | -10 | ? | i | -9% | 2% | 9% | 0% | 1% |
| CCC(=O)Nc1nn(C)c2nc3c(C)cccc3cc12 | -21% | 0 | 0% | i | 7% | 6.5µM* | 21µM* | -2% | -6% |
| COc1ccc2nc(-n3c(C)ccc3C)sc2c1 | 5% | -7 | 4% | i | -3% | ? | 9% | -10% | 7% |
| CC(=O)N/C(=N/c1nc(C)cc(C)n1)Nc1ccc(F)cc1F | -4% | 18 | -12% | i | -10% | -18% | -7% | 27% | 20% |
| CC(=O)N1CCc2cc(Br)cc(S(=O)(=O)N3CCN(c4cc(C)ccc4C)CC3)c21 | -3% | . | 4% | i | 0% | . | . | . | . |
| Cc1ccccc1NC(=O)CC1C(=O)Nc2ccccc2N1CC(=O)N(C)C1CCS(=O)(=O)C1 (stereo not given) | -24% | 46 | 8% | i | 32% | -3% | 4% | 0% | 6% |
| COc1ccc(-c2cc3nc(C)c(CCC(=O)N4CCN(c5cccc(Cl)c5)CC4)c(C)n3n2)c(OC)c1 | -15% | . | -14% | i | -9% | . | . | . | . |

Later entries.
The line under a structure holds: HepG2 tox | IL1B secr inh | ATXN2 expr inh | S2 tox | KB-3-1 cytotox | MCF10A rereplic | SW480 rerep | HT1080NT lethal | HT1080 IDH1KD tx
C#CCOc1ccc(/C=C2\SC(=S)N(Cc3cccnc3)C2=O)cc1
    8% | 6 | 7% | ? | 21µM* | 21µM* | 15µM* | -2% | ?
CCOC(=O)CSc1ncc(OC)c(=O)[nH]1
    -1% | -6 | 91%[activator] | i | 5% | -2% | 1% | 23% | 14%
C#CCOc1ccc(C2C3=C(COC3=O)Nc3cc4c(cc32)OCO4)cc1OC (stereo not given)
    2% | 45 | -26% | i | ? | ? | 0.52µM* | 0.046µM* | 0.092µM*
CCN(CC)CCn1c(=S)[nH]c2cc3c(cc2c1=O)OCO3
    -22% | -21 | -3% | i | 14% | 1% | -1% | 7% | -2%
Cc1sc2ncnc(SCc3ccc(C(=O)O)cc3)c2c1C
    -2% | -9 | . | i | -11% | 19% | ? | -4% | 3%
CCOC(=O)CCn1cc(F)c(=O)[nH]c1=O
    -3% | -9 | . | i | -7% | 4% | 12% | -1% | 18%
O=C(C1=C[C@@H](c2csc3ccccc23)C[C@@H](OCc2ccc(CO)cc2)O1)N1CCN(Cc2ccccc2)CC1
    -19% | -60* | ? | ? | -17% | 9% | -2% | -26% | -9%
CCOc1ccc(NC(=S)NC(=O)/C=C/c2ccc(OC)cc2)c([N+](=O)[O-])c1
    -3% | 1 | -21% | ? | 0% | -3% | -1% | 17% | 18%
CCS(=O)(=O)c1nc(S(=O)(=O)c2ccc(Cl)cc2)c(N2CCN(C)CC2)s1
    -7% | ? | -4% | i | ? | -1% | 15% | -1% | 0%
CCOC12CC(C)(C)CC(C)(CC3=C1C(=O)CC(C)(C)C3)C2 (stereo not given)
    1% | -7 | -13% | i | -1% | -8% | -3% | -2% | -2%
Cc1ccc(-c2c(C(=O)O)c3ccccc3[nH]c2=O)cc1
    15% | 32 | . | i | 1% | 1% | -14% | 18% | 11%
CC(C)(C)c1ccc(S(=O)(=O)NNC(=O)c2cc3ccccc3[nH]2)cc1
    -54% | 5 | 27% | i | -5% | 6% | -9% | 21µM* | 21µM*
Cc1oc2ccccc2c1-c1cn2c(n1)SCC2
    -10% | -8 | 23% | i | 0% | 8% | 4% | 3% | 5%
COc1cc(C(=O)NNC(=O)c2ccc3c(c2)OCCO3)cc(OC)c1OC
    1% | 6 | 2% | i | 20% | 0% | -4% | 0% | -2%
Cc1nn(-c2ccccc2)c(C)c1NC(=O)COC(=O)c1ccccc1OC(F)F
    9% | 11 | 6% | i | 0% | -3% | ? | 1% | 15%
Cc1cc(C)cc(C(=O)NCC(=O)OCC(=O)NCc2ccco2)c1
    -2% | 19 | . | i | -12% | 4% | -5% | 4% | 1%
O=S1(=O)CCOC[C@H](Cc2ccccc2)N1Cc1cccc(Cl)c1
    -12% | -4 | -11% | i | -3% | -2% | 1% | 0% | -5%
